V-ATPase pHluor: regulators of yeast V-ATPase proton transport; 350,000 tested, 0.37% active; response, % at 10 µM; S. cerevisiae, pHLuorin cytosolic pH fluorescence; in the data active = response mostly above about 7.3%, no sharp cut-off; inactive = mostly below about 5.4%; also: actives read high; inactives centre near 0; some compounds called inactive have numbers as strong as hits; reference of the scale not given here
CDK5 inh: CDK5/p35 (human) kinase inhibition; Recombinant CDK5/p35, ADP-Glo luminescence, 60 min; AID 488839; inhibition, % at 10 µM; Q00535+Q15078; 330,000 tested, 0.01% active;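 active = highest replicate inhibition of at least 50% and at least 75% of replicates reaching 50%; inconclusive = only one of the two criteria met; inactive = both criteria failed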;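 also: plate controls were DMSO neutral control for no effect and GW8510 at 10 µM for full effect; many of its hits are not listed in these tables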
Tat transport: inhibitors of E. coli Tat protein transport; E. coli MC4100 TorA-mCherry Tat export, fluorescence; inhibition, % at 10 µM; 340,000 tested, 0.036% active; AID 488895;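 active = mean replicate inhibition at least 50% and at least half of replicates individually reaching 50%; inconclusive = only one of the two criteria met; inactive = neither criterion met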;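 also: exported cargo escapes ClpAP degradation while cytoplasmic cargo is degraded and loses fluorescence; 0% = median of neutral control wells and 100% = median of NaSCN control wells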
dFosB act: mouse delta FosB homodimer activation; P13346; purified delta FosB, TAMRA-CDK5 oligo fluorescence polarization; percent of positive-control signal above neutral wells; activation, % at 25 µM; 340,000 tested, 0.99% active; AID 493131;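 active = mean activation above about 17%, with every replicate also reaching it, limit read from the data, passing the limit was not always enough; inconclusive = only one of the two conditions met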;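 also: fluorescence polarization rise as delta FosB binds a TAMRA Cdk5 AP-1 oligo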
Target sequence (P13346 whole entry, looked up): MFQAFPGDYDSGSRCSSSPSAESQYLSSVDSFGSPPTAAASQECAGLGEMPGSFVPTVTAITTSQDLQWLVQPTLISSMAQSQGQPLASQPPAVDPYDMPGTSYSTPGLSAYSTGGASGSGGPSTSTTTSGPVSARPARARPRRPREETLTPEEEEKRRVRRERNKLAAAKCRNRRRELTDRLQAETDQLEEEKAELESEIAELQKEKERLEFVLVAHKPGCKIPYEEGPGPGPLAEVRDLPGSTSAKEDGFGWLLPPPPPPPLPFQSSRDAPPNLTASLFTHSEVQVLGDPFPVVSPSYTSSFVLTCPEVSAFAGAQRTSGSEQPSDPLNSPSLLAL
CAL PDZ FP-1: inhibitors of human CAL PDZ peptide binding; inhibition, % at 24.9 µM; Q9HD26; purified CAL PDZ, TMR-peptide fluorescence polarization, 1 h; AID 602252; 300,000 tested, 0.92% active;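 active = mean inhibition of at least 30% with at least half of replicates also reaching 30%; inconclusive = no clear call, values can overlap the other calls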;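 also: 0% = DMSO neutral control and 100% = excess unlabeled competitor peptide PRC23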
Wnt bcat act: Wnt/beta-catenin pathway activation; AID 743398; activation, % at 9.35 µM; Wnt/beta-catenin reporter cell assay, activator, plate reader; 300,000 tested, 1.2% active; in the data active = activation above about 30%, passing the limit was not always enough; inconclusive = no clear call, values can overlap the other calls;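 also: 0% = neutral control wells and 100% = positive control wells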
MITF TRPM1 HTS: increases MITF-driven TRPM1 promoter luciferase signal; SK-MEL-5 TRPM1-promoter luciferase, 24 h; % of positive control, neutral wells = 0; activation, % at 12.5 µM; 300,000 tested, 0.75% active;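 active = mean activation of at least 80% with every replicate also reaching 80%; inconclusive = mean reaches 80% but some replicate falls short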;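 also: 0% = neutral control wells and 100% = parthenolide positive control wells; values of inactives mirror those of a sister screen read the other way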
Rtt109 HAT inh: C. albicans Rtt109 histone acetyltransferase inhibition | purified Rtt109/Vps75, ThioGlo CoA-SH fluorescence, 4 h | 330,000 tested, 0.16% active | AID 540336 | Q5AAJ8 | inhibition, % at 34.9 µM;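 active = inhibition of at least 50% in every replicate; inconclusive = best replicate reaches 50% inhibition but some replicates fall short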
Target sequence (Q5AAJ8 whole entry, looked up): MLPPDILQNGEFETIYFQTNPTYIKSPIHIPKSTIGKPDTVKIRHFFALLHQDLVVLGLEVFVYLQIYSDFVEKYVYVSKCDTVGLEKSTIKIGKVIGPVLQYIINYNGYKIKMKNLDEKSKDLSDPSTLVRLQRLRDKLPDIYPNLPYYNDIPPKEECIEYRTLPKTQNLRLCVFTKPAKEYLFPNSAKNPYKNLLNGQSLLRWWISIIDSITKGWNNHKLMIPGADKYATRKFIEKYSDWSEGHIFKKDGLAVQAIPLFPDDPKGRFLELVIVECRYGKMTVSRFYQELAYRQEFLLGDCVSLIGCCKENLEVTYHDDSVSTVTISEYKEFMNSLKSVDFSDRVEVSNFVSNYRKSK
CAL PDZ FP-2: blocks peptide binding to human CAL PDZ domain. Q9HD26. purified CAL PDZ, TMR-peptide fluorescence polarization, 1 h. inhibition, % at 20 µM. 330,000 tested, 0.02% active. AID 504414;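 active = highest replicate inhibition of at least 40%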;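 also: plate controls were DMSO neutral control wells for no effect and unlabeled competitor peptide control wells for full effect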
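material = purified tagged CAL PDZ domain construct (CerCALP) | compound dosing = 20 µM, one dose | times = 1 h at RT | measured by = fluorescence polarization from S- and P-plane intensities, G-factor corrected | read-out = inhibition from polarization loss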
cardiac RTF act: cardiac RTF calcium sensitization; P19429+P45379; IANBD-labeled TnC RTF fluorescence at EC20 calcium; 0% EC20 calcium, 100% full calcium; activation, % at 7.2 µM; 340,000 tested, 0.24% active; AID 493008;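 active = activation above the mean over all tested compounds plus 3 SD, cut at about 30% in these data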;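 also: rise in fluorescence read as greater calcium sensitivity of cardiac thin filaments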
Starred values were filed as active, the others as inactive; ? = inconclusive; nt = not tested or not shown. Rows were taken by chance; any-hit rate near 4.1%.

SMILES	V-ATPase pHluor	CDK5 inh	Tat transport	dFosB act	CAL PDZ FP-1	Wnt bcat act	MITF TRPM1 HTS	Rtt109 HAT inh	CAL PDZ FP-2	cardiac RTF act
COc1cc(NS(=O)(=O)c2cc(C)ccc2OC)c(OC)cc1Cl	3	-0.4	2	-8	4	nt	-1	3	-2.6	-5
CCN(C(=O)COC(=O)c1cccnc1SC)C1CCCCC1	1	-0.5	7	-5	-4	-3	7	0	-1.4	2
Nc1c(C(=O)CSc2nc3ccccc3o2)c(=O)[nH]c(=O)n1C1CC1	5	0.5	5	-11	-4	9	55	-1	-0.3	3
CCOC(=O)C1CCN(C(=O)CSC2=NCCS2)CC1	4	-0.5	3	-2	nt	nt	11	-3	-0.7	9
CC(C)NC(=O)NC(=O)COC(=O)c1cc[n+]([O-])cc1	0	-1.4	-6	-19	-3	1	3	0	-1.5	6
COc1ccc(C(=O)NCc2csc(C(C)C)n2)cc1OC1CCN(C(C)=O)CC1	4	-0.1	2	-5	0	1	-2	6	-2.3	-2
COc1ccc(-n2cnnc2SCC(=O)Nc2ccc(C(N)=O)cc2)cc1	5	-2.3	2	-7	-6	-3	0	-14	-0.1	-2
COc1ccc(N/C=C(\[N+](=O)[O-])S(=O)(=O)c2ccccc2)cc1	-2	-0.7	-2	4	0	23	0	-1	-0.1	-2
COc1ccc(N/C=C(\C#N)S(=O)(=O)c2ccc(OC)cc2)cc1	0	-1.7	11	2	-2	1	nt	-12	-2.2	-4
CC(C)C(=O)Nc1csc(C(F)(F)F)c1-c1ccccc1	0	1.8	1	0	-2	0	2	-6	-0.2	-9
CSCCC(NC(=O)c1ccc(C(C)(C)C)cc1)C(=O)O (stereo unspecified)	3	-0.9	1	1	6	0	11	2	-12	0
CC(=O)c1ccc(S(=O)(=O)Nc2ccc(S(=O)(=O)N3CCCCC3)cc2)cc1	-2	0.3	-3	-7	2	11	-1	-2	-4.4	0
O=C(NC1CCCCC1)c1ccc(-n2cncn2)c([N+](=O)[O-])c1	2	1.0	-4	-1	nt	-1	-2	11	0.0	-4
COc1ccc(C(CC(=O)N2CCN(c3ccccc3)CC2)c2c(OC)cc(OC)c3ccc(=O)oc23)cc1 (stereo unspecified)	-3	-0.9	7	-10	-2	-1	4	5	0.1	-3
NC(N)=S	6	1.5	0	5	-4	21	1	2	-0.4	-7
CCOC(=O)c1sc(NC(=O)C2CC(=O)N(c3ccc(C)cc3)C2)nc1C (stereo unspecified)	-4	-1.2	-1	-28	nt	-2	-7	19	-3.0	1
CCN1C(Nc2ccccc2)=NC[C@@H]1Cc1ccccc1	3	0.7	6	-3	-2	-1	5	6	0.1	2
O=C1NC[C@@H](Cc2ccc(O)cc2)N(CC2CCCCC2)C1=O	2	-1.2	-16	1	0	0	6	-6	-3.2	2
CC1Oc2ccccc2OC1C(=O)Nc1ccccn1 (stereo unspecified)	-2	-0.1	5	0	4	nt	-18	-2	nt	-3
COc1cc(C2CC(=O)Oc3c2c(=O)n(C)c2ccccc32)cc(OC)c1OC (stereo unspecified)	-6	-0.6	-8	-7	-1	-1	-14	-14	0.4	-5
CCCCc1c(O)nc2ccccn2c1=O	0	3.2	-2	7	-4	-2	-8	3	-0.2	0
CC(NCCCOc1cccc2ccccc12)c1ccccc1 (stereo unspecified)	3	0.6	-2	3	-7	-2	nt	2	-3.0	1
CC1=NC(=O)C(N=Nc2cccc(C(=O)O)c2)N1c1ccccc1 (stereo unspecified)	-3	-2.0	3	2	-5	2	-78	-8	nt	0
Nc1cc(=O)[nH]n1C1CCCC1	0	2.0	-2	-2	2	-1	2	-1	0.0	-1
O=C(CCCn1c(=O)[nH]c2ccsc2c1=O)NCc1cccs1	-1	0.3	-4	0	-1	-3	-6	-1	0.0	-7
O=C1NCC(c2ccccc2)C1C(=O)N/N=C/c1ccc(Cl)s1 (stereo unspecified)	-1	-0.8	17	-6	4	nt	-1	6	-0.7	-7
CCCCOC(=O)CCc1c(C)n[nH]c1C	1	1.6	-11	-10	2	2	nt	9	-0.8	nt
Cn1c(CNC(=O)c2ccccc2F)nnc1SCC(=O)c1ccccc1	-1	0.6	-3	5	-4	0	2	-9	-1.7	-6
CCN(CC)CCNc1nc2c(c(=O)[nH]c(=O)n2C)n1CC(O)COc1ccc(Cl)cc1Cl (stereo unspecified)	-1	0.1	-3	-4	-2	nt	3	7	nt	-2
CCOC(=O)c1c(C)[nH]c(C(=O)CN2C(=O)NC(C)(c3ccc4ccccc4c3)C2=O)c1C (stereo unspecified)	-1	-5.3	4	-8	nt	nt	3	7	-2.7	1
CN(C)c1ccc(/C=N/NC(=O)C2COc3ccccc3O2)o1 (stereo unspecified)	1	1.8	-1	-10	-1	-2	5	-4	-2.9	1
Cc1ccc(S(=O)(=O)N2CCc3cc4c(cc3C2C)OCCCO4)cc1 (stereo unspecified)	1	1.2	-1	-3	-1	-1	-11	-6	-1.4	-4
NC(=O)c1ccc(NC(=O)COC(=O)CCN2C(=O)c3ccccc3C2=O)cc1	2	-2.1	-11	-1	nt	4	7	1	-1.3	1
COc1ccc(/C=N/n2cnc3scc(-c4cccs4)c3c2=O)cc1OC	0	-1.4	-2	-3	-3	nt	14	1	-0.4	12
COc1ccc(OC)c(-c2cc(C(=O)Nc3cccc(Cl)c3)no2)c1	-1	-0.3	6	6	0	0	3	-4	-0.1	-2
Cc1ccc(-n2nnc3c(=O)n(CC(=O)OCc4ccccc4)cnc32)cc1	-2	4.0	-14	-3	nt	4	nt	4	-1.1	5
COc1ccccc1NC(=O)C1CCCN1S(=O)(=O)c1ccc(Cl)cc1 (stereo unspecified)	-5	5.3	-4	-7	0	1	-20	8	-2.3	-3
Cc1cc(-c2n[nH]c(=S)n2Cc2ccco2)nn1C	0	2.2	-3	-1	-6	-1	19	2	0.4	-3
O=C(COc1cc(O)c2c(=O)c3ccccc3oc2c1)OCc1ccccc1	3	-0.7	0	-3	-2	-5	8	-3	-1.5	4
COC(=O)C1CCN(C(=O)C2CCN(C(=O)[C@@H](NS(=O)(=O)c3ccc(C)cc3)C(C)C)CC2)CC1	2	-4.6	-7	4	-1	0	nt	-3	0.1	4

Profiles as entered above:
`COc1ccc(OC)c(-c2cc(C(=O)Nc3cccc(Cl)c3)no2)c1` as listed: V-ATPase pHluor: -1; CDK5 inh: -0.3; Tat transport: 6; dFosB act: 6; CAL PDZ FP-1: 0; Wnt bcat act: 0; MITF TRPM1 HTS: 3; Rtt109 HAT inh: -4; CAL PDZ FP-2: -0.1; cardiac RTF act: -2
`Cc1ccc(-n2nnc3c(=O)n(CC(=O)OCc4ccccc4)cnc32)cc1` as listed: V-ATPase pHluor: -2; CDK5 inh: 4.0; Tat transport: -14; dFosB act: -3; CAL PDZ FP-1: nt; Wnt bcat act: 4; MITF TRPM1 HTS: nt; Rtt109 HAT inh: 4; CAL PDZ FP-2: -1.1; cardiac RTF act: 5

Carrying on.
SMILES	V-ATPase pHluor	CDK5 inh	Tat transport	dFosB act	CAL PDZ FP-1	Wnt bcat act	MITF TRPM1 HTS	Rtt109 HAT inh	CAL PDZ FP-2	cardiac RTF act
COc1ccc(-c2nn(-c3ccccc3)cc2C(=O)O)cc1OC	-2	1.6	-3	-2	0	-1	0	-2	-1.5	0
CCCCOP(=O)(c1ccc(N(C)C)cc1)C(O)c1ccncc1 (stereo unspecified)	4	-2.9	-6	-2	-1	0	0	-11	0.7	1
CCC(=O)NC1=C(NC(C)c2ccccc2)C(=O)c2ccccc2C1=O (stereo unspecified)	-3	3.7	-3	7	-3	nt	-27	-7	0.6	6
CC(=O)NNC(=S)Nc1cc(S(=O)(=O)N(C)C)ccc1C	2	-3.5	-10	-3	-4	nt	1	-1	-2.0	5
NS(=O)(=O)c1cccc(NC(=O)CSc2nnc(-c3ccccc3)o2)c1	-9	1.4	1	?	-5	15	15	5	-0.6	-4
C=CCNC(=O)C1CCN(c2c([N+](=O)[O-])cc(C(F)(F)F)cc2[N+](=O)[O-])CC1	-5	0.6	0	-4	-3	nt	2	-3	0.5	0
Cc1ccc(Cl)c(NC(=O)COC(=O)c2nn(C)c(=O)c3ccccc23)c1Cl	-2	0.0	9	3	-3	-4	4	-1	1.5	-1
O=C(c1ccccc1Cl)N(C(=O)c1ccccc1Cl)c1nccc(-c2cccs2)n1	0	-2.5	20	-1	1	1	nt	4	0.9	-3
CCCCN1C(=O)c2ccc(C(=O)NCc3ccco3)cc2C1=O	1	-0.1	9	1	1	-2	-18	-1	0.5	0
Cc1nc2ccccn2c1C(=O)OCC#N	-1	0.5	5	-1	-2	-1	2	-9	-6.9	-4
CC[C@@]1(C(=O)OC)N[C@H](CN(C)C(=O)C2CCCCC2)[C@@H]2C(=O)N(C)C(=O)[C@@H]21	-1	-1.2	-8	-5	0	-1	16	-3	-6.3	1
Cc1ccc(NC(=O)COc2ccccc2C(N)=O)cc1S(=O)(=O)N1CCCCCC1	-1	-1.0	5	-13	nt	-6	-21	8	-6.0	-3
COc1ccc2c(c1)oc1c(SCc3nc4ccccc4[nH]3)nc(C)nc12	0	0.8	-7	-8	-4	13	49	0	-4.0	1
Cc1ccc(NCCc2ccc(C)nc2)cc1	2	0.4	-7	2	-2	nt	46	-2	-0.6	5
COc1ccc(CN(C)C(=O)C(CCSC)NS(=O)(=O)c2ccc3c(c2)OCCO3)c(OC)c1OC (stereo unspecified)	0	1.7	3	-6	0	2	2	-3	-0.3	2
CCOC(=O)C1CCN(CC(=O)Nc2cc(S(=O)(=O)N3CCOCC3)ccc2C)CC1	-2	-1.2	-6	-3	-2	-1	-3	-2	0.3	1
O=C(O)COc1ccccc1/C=N/NC(=O)CSc1nnc(SCc2cccc3ccccc23)s1	2	1.5	-1	-23	-4	1	-5	15	-3.5	-5
Cc1ccc(NC(=O)/C(Cl)=C/c2ccccc2)cc1C	-1	0.6	2	5	-1	nt	16	5	-0.5	-3
CCOC(=O)CS(=O)(=O)c1nc(-c2ccc(F)cc2)cc(C(F)(F)F)n1	-1	0.1	3	-14	-1	nt	-100	-6	-0.1	2
COc1ccccc1C(=O)NCCC(=O)Nc1ccc(S(=O)(=O)N2CCCC(C)C2)cc1 (stereo unspecified)	1	-1.9	3	-8	13	-1	-1	16	-0.8	-3
Cc1ccc(C(C[N+](=O)[O-])n2nc(C)cc2C)cc1 (stereo unspecified)	7	0.7	-8	1	-4	nt	-53	2	-1.8	-6
COc1cccc(-c2c(NC(=O)c3ccco3)oc3ccccc3c2=O)c1	-1	1.2	-6	-2	-1	-2	nt	-5	0.8	4
O=C(NCCCNC(=O)c1cnccn1)c1cccc(F)c1	2	0.0	11	5	nt	-1	-8	9	-1.2	-5
O=C(CCN1C(=O)c2ccccc2C1=O)NCCC1=CCCCC1	-1	-7.7	12	-5	nt	nt	8	0	-3.0	11
O=C(O)[C@H](CSCc1ccccc1)NS(=O)(=O)c1ccc(F)cc1	1	-1.0	-4	-2	0	-3	1	-15	-2.7	-4
